M17LAP inhibition = P. falciparum M17LAP inhibitors, primary screen, biochemical, fluorogenic H-Leu-NHMec substrate, 1536-well (AID 1619). inhibition, % at 30 µM, or IC50 in µM where a hit was titrated. recombinant M17LAP, H-Leu-NHMec fluorogenic kinetic assay; higher % means a stronger effect. 220,000 tested, 0.38% active;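 active = compound inhibiting the enzyme by more than half at any dose during confirmatory dose-response retesting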;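 note: plate controls were full reaction with DMSO carrier for no effect and no enzyme background for full effect; strong numbers were not always called active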
T cell HTS = T cell immune modulation candidate; 2C CD8+ T cell-vesicle binding, flow cytometry; active compounds read low; calls only at 7 µM; 330,000 tested, 0.068% active; AID 2052;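 active = response, share of CD8 T cells binding vesicles, and their 90th percentile fluorescence all below set limits, cut at about 80% in these data, passing the limit was not always enough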
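Material: murine 2C transgenic CD8+ T lymphocytes / Also added: QL9-peptide-loaded Drosophila micro-vesicles bearing Ld, ICAM-1 and B7-1 / Schedule: binding step 1.5 h, 37 °C, antibody labelling 20 min, ice / Signal: flow cytometry, PE anti-B7-1 (FL2) versus Alexa647 anti-CD8 (FL8), PFA-fixed / Evaluation: percent CD8+ FL2 mean versus row control / Benchmarks: naked versus QL9-loaded vesicles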
b-catenin transl = alters nuclear translocation of beta-catenin in HeLa cells; immunofluorescence imaging; nuclear translocation activity, % at 5 µM; 190,000 tested, 0.3% active;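 active = nuclear translocation activity above 50% at 5 µM, with a well cell count of 50 or more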;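 note: per-cell ratio of nuclear to cytoplasmic median beta-catenin stain intensity; plate controls were DMSO negative control for no effect and GSK-3 inhibitor IX positive control for full effect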
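Read-out: Nuclear/cytoplasmic beta-catenin signal ratio, % activation | Assay system: Human HeLa cell line | Times: 24 h compound exposure at 37°C, 5% CO2 | Signal: Fluorescence imaging of beta-catenin antibody stain plus DAPI | Dosing: 5 µM primary, 0.02–20 µM confirmation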
MT stabilizer = microtubule stabilizers in HeLa cells; HeLa tubulin immunostaining HCS, 24 h; share of cells brighter than vehicle mean+2SD; 200,000 tested, 0.83% active; AID 2205; % tubulin-high responders, % at 10 µM;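 active = plate Z-score above 3 for both tubulin-high and condensed-nucleus cell shares, with cell loss under 80%, at 10 µM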;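 note: anti alpha tubulin signal scored within the nucleus-defined area of each cell; some results filed as inactive read as strong as hits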
WT yeast gro inh = growth inhibition of WT yeast, mitochondrial fusion screen; mitochondrial fusion phenotypic screen, WT strain; inhibition, % at 10 µM; 190,000 tested, 2.1% active; AID 1362; in the data active = inhibition above about 58%; tested in S. cerevisiae
Autophagy mod = modulators of autophagy. calls only at 10 µM (by protocol). MEF GFP-LC3 puncta imaging; test concentration mostly 10 µM. 190,000 tested, 0.98% active;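 active = percentage of spot-positive cells more than 3 SD above its plate mean, without a fluorescence outlier flag or 80% toxicity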;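 note: spot-positive cell cutoff set from DMSO-treated cells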
M1AAP inhibition = malaria alanyl aminopeptidase activity blockers – biochemical, fluorogenic H-Leu-NHMec substrate, 1536-well (AID 1445). 220,000 tested, 0.42% active. recombinant M1AAP, H-Leu-NHMec fluorogenic kinetic assay; higher % means a stronger effect. inhibition, % at 30 µM; hits with a dose series show IC50 in µM;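 active = primary inhibition above the hit cutoff, then over 50% inhibition at one or more dose response concentrations, cut at about 23% in these data, passing the limit was not always enough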;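 note: plate controls were DMSO full reaction for no effect and no enzyme background for full effect; strong numbers were not always called active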
Dynein transport = blocks dynein driven cargo transport along microtubules; 3617.4 mouse cells, GR-EGFP nuclear translocation imaging; test concentration mostly 20 µM; stimulated with dexamethasone, 1 µM; active compounds read low; z-score, hits read low; 220,000 tested, 0.47% active; AID 1381;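 active = plate z-score of nuclear minus cytoplasmic receptor signal below a set negative limit, without overly bright fluorescence or cell loss, cut at about -3.5 in these data, passing the limit was not always enough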;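 note: z-score of nuclear minus cytoplasmic ring GR-EGFP intensity difference per well; some compounds called inactive have numbers as strong as hits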
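Buffer or medium: tetracycline-free induction medium containing charcoal-stripped FBS / Reagent: dexamethasone agonist, 1.0 µM final, for 30 min / Technique: automated 10x imaging of fixed Hoechst-stained cells / Times: induction 48 h, compound 1 h, agonist 30 min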
Yfh1-off respiration = mitochondrial function rescue without frataxin homolog – Friedreich's ataxia, plus single-dose screen, dose response (AID 1465); S. cerevisiae Yfh1-off respiration, WST-1 reduction, 72 h; higher fold induction means a stronger effect; one-dose fold induction at 50 µM; EC50 in µM for titrated hits; 220,000 tested, 0.074% active;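 active = fold induction of absorbance versus untreated yeast above a set limit, then at least 30% activation at any dose in follow-up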;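 note: activators that raise dye reduction in frataxin-depleted yeast; strong numbers were not always called active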
WT yeast gro inh mutant strain = recorded beside WT yeast gro inh, whose call it bears; inhibition, %; mitochondrial fusion phenotypic screen, mutant strain inhibition
Dynein transport cytoplasmic EGFP = recorded beside Dynein transport, whose call it bears; z-score; measured here: cytoplasmic GR-EGFP intensity; active compounds read high
Dynein transport nuclear GR-EGFP = recorded beside Dynein transport, whose call it bears; z-score; measured here: nuclear GR-EGFP intensity;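 lower value marks the stronger effect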
Dynein transport cell count = further read-out of Dynein transport, marked with its call; z-score; measured here: cell count per field
b-catenin transl cell count 5 µM = further read-out of b-catenin transl, marked with its call; cell count; measured here: cell count, cytotoxicity flag
T cell HTS vesicle-bound % = also measured in T cell HTS; calls as there; double positive events, %; measured here: CD8+ vesicle-bound cell fraction;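 binding gate set so that unloaded-vesicle control wells show 10% double positive cells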
MT stabilizer Hoechst-high % = recorded beside MT stabilizer, whose call it bears; % Hoechst-high responders; measured here: nuclear condensation Hoechst responders;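 share of cells brighter than vehicle mean plus two SD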
MT stabilizer cytotoxicity % = second read-out of MT stabilizer, no call of its own (marks repeat the call); toxicity, %; measured here: cytotoxicity by cell density;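 0% = mean cell density of plate MIN control wells and 100% = no cells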
Autophagy mod cell loss 18 h = further read-out of Autophagy mod, marked with its call; toxicity, %; measured here: cell loss, nuclei count;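 cell loss after 18 h compound exposure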
Starred values were filed as active, the others as inactive; i = inactive; . = not tested or not shown.

SMILES | M17LAP inhibition | T cell HTS | T cell HTS vesicle-bound % | b-catenin transl | b-catenin transl cell count 5 µM | MT stabilizer | MT stabilizer Hoechst-high % | MT stabilizer cytotoxicity % | WT yeast gro inh | WT yeast gro inh mutant strain | Autophagy mod | Autophagy mod cell loss 18 h | M1AAP inhibition | Dynein transport | Dynein transport cytoplasmic EGFP | Dynein transport nuclear GR-EGFP | Dynein transport cell count | Yfh1-off respiration
O=C(Nc1cccc(C(F)(F)F)c1)c1ccco1 | 1% | i | 52 | 0.8 | 1111 | 4.2 | 2.2 | 0.8 | 10 | 12 | i | -7 | 10% | -0.29 | -0.25 | -0.33 | 0.82 | i
CC1=NN(c2ccccc2)C(=O)/C1=C/C=C/c1ccccc1 | 19% | i | 30 | -0.1 | 507 | 2.8 | 3.1 | 5.2 | 8 | 14 | i | 11 | 1% | -5.8* | 0.82* | -2.8* | 0.12* | i
CC1=NC2(CCCc3c2no[n+]3[O-])N(O)C1(C)C (stereo unspecified) | -4% | i | 8 | -0.5 | 1104 | 5.6 | 2.7 | 7.8 | 6 | 8 | i | 10 | -5% | -0.37 | -0.14 | 0.033 | -0.78 | i
O=C(Nc1ccc(Br)cc1F)C1CCCN(S(=O)(=O)c2cnc[nH]2)C1 (stereo unspecified) | 11% | i | 40 | . | . | 2.8 | 3.3 | 3.9 | 15 | 6 | i | 3 | 0% | -0.53 | -0.25 | -0.27 | 0.25 | i
CN(C)S(=O)(=O)c1cccc(NC(=O)COC(=O)c2ccc3c(c2)OCO3)c1 | -22% | i | 20 | -2.3 | 537 | 2.4 | 2.7 | 7.9 | -1 | -1 | i | -1 | 4% | -0.74 | -0.14 | -0.42 | 0.77 | i
O=C(NNC1CC(=O)N(c2ccc(Cl)cc2)C1=O)c1ccccc1Cl (stereo unspecified) | -6% | i | 41 | 0.5 | 1538 | 6.5 | 1.7 | 9.2 | 17 | -5 | i | -4 | 5% | 0.77 | -0.082 | 0.26 | -0.079 | i
CC1(C)Cc2ccccc2-c2nnc(-c3ccccn3)n21 | -8% | i | 8 | -0.7 | 1186 | 1.1 | 1.2 | 1.4 | 12 | 9 | i | -3 | 9% | -0.69 | -0.22 | -0.4 | 0.55 | i
CC(C(=O)Nc1ccccc1Cl)N(c1ccccc1)S(C)(=O)=O (stereo unspecified) | -1% | i | 31 | 1.3 | 1054 | 2.2 | 2.3 | 3.8 | 7 | -6 | i | 16 | -2% | 0.21 | -0.28 | 0.23 | 0.21 | i
CCOc1ccc(S(=O)(=O)N(CC(=O)N/N=C/c2ccc(-c3ccc([N+](=O)[O-])cc3)o2)c2ccccc2)cc1 | -4% | i | 41 | 60* | 890* | 26* | 25* | 58* | 0 | -13 | i | 21 | 16% | -1.2 | 1.3 | 0.3 | 0.4 | i
Cc1ccc(-c2noc(-c3ccccc3C(=O)N3CCCC3)n2)cc1 | 19% | i | 45 | -2.1 | 1112 | 7.2 | 1.9 | 22 | -8 | -12 | i | 25 | 9% | 3.3 | -0.14 | 2.2 | -1.7 | i
COc1cc(CCN2C(=O)c3cccc4cccc(c34)C2=O)c(S(=O)(=O)NCCCO)cc1OC | -6% | i | 19 | -0.5 | 871 | 2.6 | 2.9 | 13 | -6 | -59 | i | 9 | 13% | 1.7 | -0.26 | 0.29 | -0.26 | i
Cc1sc2c(c1C)c(=O)nc1scc(CC(=O)O)n12 | -7% | i | 39 | . | . | 2.6 | 1.6 | 7.8 | -4 | -3 | i | -13 | 0% | -0.81 | 0.0075 | -0.17 | 0.6 | i
CCCCOc1ccc(S(=O)(=O)Nc2cccnc2)cc1 | 14% | i | 12 | -0.9 | 1370 | 5.9 | 2.3 | 10 | 4 | 5 | i | -1 | 3% | -0.5 | 0.048 | 0.12 | -0.3 | i
COc1cc(N=C2C(=O)N3c4c(cccc42)C(C)=CC3(C)C)cc(OC)c1 | 1% | i | 35 | -1.9 | 1223 | 1.7 | 2.2 | 9.8 | 1 | -3 | i | -24 | 2% | 0.8 | -0.11 | 0.55 | -1.5 | i
Fc1ccc(C2NCCn3cccc32)cc1 (stereo unspecified) | 10% | i | 27 | -0.9 | 1403 | 4.3 | 1.3 | 3.3 | 16 | -12 | i | -9 | 9% | 0.36 | 1.1 | -0.17 | -1.4 | i
COc1ccc2c(CC(=O)Nc3c(C)n(C)n(-c4ccccc4)c3=O)coc2c1 | 7% | i | 8 | -2.9 | 1128 | 2.7 | 1.5 | 5.9 | 11 | 5 | i | -12 | 3% | -0.4 | -0.22 | 0.46 | 1.1 | i
COc1cc2c(cc1NC(=O)Nc1ccc(C)cc1)oc1ccccc12 | 6% | i | 54 | -5.2 | 1254 | 2.6 | 1.6 | 9.9 | 96* | -5.5* | i | 1 | 8% | 1.6 | -0.24 | 1.5 | -1.1 | i
COC(=O)C1=C(C)N=C2SCCC(=O)N2C1c1cccs1 (stereo unspecified) | 8% | i | 39 | . | . | 4.0 | 1.1 | 4.1 | 6 | -2 | i | 6 | 22% | 4.2 | 0.021 | 2.3 | -1.9 | i
Cn1c(-c2ccc3c(c2)OCO3)cnc1NCc1ccccc1Cl | 0% | i | 36 | 1.4 | 1471 | 6.1 | 2.3 | 1.6 | 15 | 21 | i | 21 | 4% | 0.92 | -0.22 | 0.68 | -0.84 | i
Cc1ccc(CNC(=O)Nc2cccc(C)c2)cc1 | 8% | i | 52 | 2.7 | 852 | 5.7 | 2.4 | 19 | -1 | -3 | i | 9 | 5% | 0.45 | -0.36 | 0.7 | 0.03 | i

Only Autophagy mod and MT stabilizer cytotoxicity %, for some of the entries so far:
Structure | Autophagy mod | MT stabilizer cytotoxicity %
CCCCOc1ccc(S(=O)(=O)Nc2cccnc2)cc1 | i | 10
O=C(NNC1CC(=O)N(c2ccc(Cl)cc2)C1=O)c1ccccc1Cl (stereo unspecified) | i | 9.2

Going on with the list:
SMILES | M17LAP inhibition | T cell HTS | T cell HTS vesicle-bound % | b-catenin transl | b-catenin transl cell count 5 µM | MT stabilizer | MT stabilizer Hoechst-high % | MT stabilizer cytotoxicity % | WT yeast gro inh | WT yeast gro inh mutant strain | Autophagy mod | Autophagy mod cell loss 18 h | M1AAP inhibition | Dynein transport | Dynein transport cytoplasmic EGFP | Dynein transport nuclear GR-EGFP | Dynein transport cell count | Yfh1-off respiration
CCCS(=O)(=O)N1CCn2c(nc3ccccc32)C1 | -2% | i | 59 | . | . | 3.0 | 2.3 | 6.5 | 7 | 1 | i | 8 | -5% | -0.037 | -0.16 | 0.018 | -0.4 | .
CCOC(=O)C1CCN(Cc2c(F)cccc2Cl)CC1 | -4% | i | 22 | . | . | 3.7 | 1.4 | 3.3 | -22 | 4 | i | 4 | -3% | 0.29 | -0.26 | -0.67 | 0.41 | i
CCN(C(=O)C(C)Cl)c1ccccc1 (stereo unspecified) | -19% | i | 39 | -3.1 | 1081 | 2.1 | 3.1 | 5.3 | -25 | 5 | i | -12 | -2% | -0.35 | 0.025 | -0.21 | 0.1 | i
Cc1nc(N2CCN(S(=O)(=O)c3ccccc3)CC2)c2cc(-c3ccccc3)sc2n1 | -8% | i | 49 | 2.7 | 1154 | 1.0 | 0.9 | 8.5 | 30 | 14 | i | -5 | -9% | 0.024 | 0.055 | 0.11 | 0.99 | i
CC(=O)c1nn(-c2ccc(Br)cc2)cc1C(=O)c1ccco1 | -4% | i | 4 | . | . | 2.0 | 1.8 | 6.4 | -15 | -14 | i | -5 | -1% | -0.9 | -0.25 | -0.4 | 0.88 | i
Cc1ccc(S(=O)(=O)N(CC(=O)NN=C2CCN(C)CC2)c2ccc(F)cc2)cc1 | 5% | i | 50 | 0.0 | 1166 | 2.4 | 1.5 | 3.8 | 13 | 5 | i | 6 | 0% | -0.84 | -0.29 | -0.49 | 0.86 | i
COC(/C=C/Nc1ccc(OC)cc1)=C(C#N)C#N | 0% | i | 50 | -1.3 | 1358 | 2.7 | 1.4 | 0.8 | -11 | -19 | i | 12 | 1% | 0.29 | -0.21 | -0.16 | 0.014 | i
Cc1csc2ncc(C(=O)Nc3ccon3)c(=O)n12 | -11% | i | 36 | 2.5 | 1194 | 4.3 | 1.3 | 8.3 | -5 | 1 | i | 4 | 7% | -0.076 | -0.2 | 0.29 | 0.61 | i
O=C1C2C3C=CC(CC3)C2C(=O)N1/N=C/c1c(O)ccc2ccccc12 (stereo unspecified) | 22% | i | 43 | -1.5 | 1094 | 2.3 | 1.5 | 13 | 9 | -6 | i | 9 | 7% | 0.62 | -0.36 | -0.37 | 0.97 | i
CCC(C)NC(=O)Cn1nc(C(F)(F)F)c2c1CCCC2 (stereo unspecified) | -6% | i | 41 | -1.5 | 570 | 3.3 | 2.5 | 1.9 | 4 | 0 | i | -3 | -1% | 0.73 | -0.24 | 0.31 | 0.26 | i
O=C(COC(=O)CCSc1ccc(Cl)cc1)NCCc1ccccc1 | -11% | i | 53 | -1.5 | 1099 | 1.9 | 2.5 | 6.5 | 2 | 10 | i | 10 | -6% | 0.36 | -0.2 | 0.044 | -0.77 | i
CN(CCOC(=O)c1ccc2c(c1)OCO2)C(C)(C)C | -4% | i | 5 | -0.2 | 1048 | 1.3 | 1.4 | 5.0 | -6 | -23 | i | -1 | 0% | -0.29 | -0.14 | -0.049 | -1 | i

Bioassay records from PubChem BioAssay.
